KB-3-1 tox = kills parental KB-3-1 adenocarcinoma cells; KB-3-1 viability, CellTiter-Glo ATP luminescence, 72 h; Potency, µM (titrated, usually from 46.1 µM), inactives show at the highest dose activity change, negative = cytotoxic, actives largely listed as cytotoxic; 1.4% of 400,000 active; note: potency is the fitted concentration of half-maximal effect; % is set by controls: 0 for no effect and ±100 for the full control effect; nearly all actives have a fitted effect of over 60% in size
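Luminescent ATP read-out (CellTiter-Glo) measures survival of drug-naive KB-3-1 cells after 72 h compound exposure at 37 °C. Titration series was screened from lowest to highest concentration, with DMSO vehicle plates as background controls.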
HT1080-NT tox = kills 2HG-producing HT-1080-NT fibrosarcoma cells; HT-1080-NT fibrosarcoma viability, CellTiter-Glo ATP luminescence, 48 h; Potency, µM (highest dose often 46.1 µM), without a hit: top-dose activity, negative = less viability, actives largely listed as cytotoxic; 1.6% of 360,000 active; AID 686970;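 note: NT is the 2HG producing partner of a matched IDH1 knockdown line; potency is the fitted concentration of half-maximal effect; 0% = DMSO-treated cells and -100% = media-only wells without cells; nearly all actives have a fitted effect of over 55% in size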
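Toxicity toward the 2HG-producing NT line was scored as %Activity, normalised to DMSO and no-cell wells, from CellTiter-Glo luminescence after 48 hours' treatment.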
SW480 rerep = induces DNA re-replication in SW480 colon adenocarcinoma cells. Potency, µM (highest dose often 46.1 µM), inactives show at the highest dose re-replication activation, actives largely listed as activators. SW480 DNA re-replication, Hoechst DNA content imaging, 48 h. 1.8% of 340,000 active; note: potency is the fitted concentration of half-maximal effect; % of control where 0% means no effect; nearly all actives have a fitted effect of over 55% in size
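Per well, 250 cells were exposed to pinned compound for 48 hr. Nuclear DNA was visualised with Hoechst (40 min, 37 C) and total object intensity recorded by fluorescence scanning.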
KB-V1 cytotox = kills drug-selected multidrug resistant KB-V1 cells | AID 1347076 | Potency, µM (titrated, usually from 46.1 µM), for the others: top-dose activity change, negative = cytotoxicity, usual class: cytotoxic | 3.4% of 400,000 active | KB-V1 MDR cells viability, CellTiter-Glo, 72 h; note: potency is the fitted concentration of half-maximal effect; % is set by controls: 0 for no effect and ±100 for the full control effect; nearly all actives have a fitted effect of over 60% in size
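KB-V1 cells (P-gp-expressing MDR subline of KB-3-1) in phenol-red-free DMEM with 10% FBS were exposed to library compounds over a concentration series for 72 h at 37 degrees C. Viability read by CellTiter-Glo luminescence; concentration-effect curves fitted after normalization.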
HT1080 IDH1KD tx = kills HT-1080 cells with IDH1 knockdown. Potency, µM (titrated, usually from 46.1 µM), for inactives: at the highest dose activity, negative = toxicity, usual class: cytotoxic. 2% of 360,000 active. HT-1080 IDH1 knockdown viability, ATP luminescence, 48 h;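 note: potency is the fitted concentration of half-maximal effect; 0% = DMSO wells and -100% = cell-free medium wells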
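CellTiter-Glo luminescence after 48 h compound exposure at 37 degrees C of IDH1-knockdown HT-1080 cells in 5% FBS RPMI. %Activity scaled between DMSO wells and cell-free media wells, with curves fitted and assigned curve classes.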
D3 ag = activates the human D3 dopamine receptor; D3R DiscoveRx beta-arrestin cells, luminescence, 90 min; max activation, %; 0.58% of 410,000 active; in the data active = max activation above about 30%; note: 0% is about no effect; mostly tested at two doses, the higher about 12 µM
Target sequence (P35462 whole entry, looked up): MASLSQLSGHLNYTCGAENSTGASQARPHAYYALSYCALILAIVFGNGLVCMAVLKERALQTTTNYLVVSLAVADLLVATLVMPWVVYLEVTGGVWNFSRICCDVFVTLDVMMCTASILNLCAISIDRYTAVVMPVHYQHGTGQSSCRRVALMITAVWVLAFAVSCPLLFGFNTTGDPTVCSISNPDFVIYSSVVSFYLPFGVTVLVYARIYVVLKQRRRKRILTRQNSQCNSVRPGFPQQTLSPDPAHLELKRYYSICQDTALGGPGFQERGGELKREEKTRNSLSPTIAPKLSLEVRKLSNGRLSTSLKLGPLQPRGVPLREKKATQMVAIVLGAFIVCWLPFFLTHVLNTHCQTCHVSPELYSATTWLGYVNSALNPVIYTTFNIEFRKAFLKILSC
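Agonist-mode cell screen: cells plated at 1500/well and incubated overnight at 37 °C, then exposed to library compounds for 90 min at 37 °C. Detection reagent was added for 30–60 min at room temperature, and luminescence was read.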
DRD3 antagonist = antagonists of human D3 dopamine receptor. D3R cells, DiscoveRx beta-arrestin luminescence, antagonist mode; hits give low values. max response, negative = inhibition, %. 2.5% of 360,000 active; in the data active = max response below about -50%; inconclusive = no clear call, values can overlap the other calls; note: % is set by controls: 0 for no effect and ±100 for the full control effect; mostly tested at two doses, the higher about 12 µM
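Cells plated overnight at 1500 cells/well, then exposed to library compounds with dopamine controls for 90 minutes at 37 degrees C. DiscoveRx reagent added for 30–60 minutes at room temperature; luminescence read, quantitative HTS format.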
GLP1R ag = activates the human GLP-1 receptor | HEK293 GLP-1R CRE-luciferase, luminescence, 4-6 h; cells express a hypersensitive GLP-1R form | P43220 | Potency, µM (highest dose often 45.6 µM), inactives show at the top dose activation, most hits filed as activators | 0.007% of 380,000 active; note: potency is the fitted concentration of half-maximal effect; % of control where 0% means no effect
Target sequence (P43220 whole entry, looked up): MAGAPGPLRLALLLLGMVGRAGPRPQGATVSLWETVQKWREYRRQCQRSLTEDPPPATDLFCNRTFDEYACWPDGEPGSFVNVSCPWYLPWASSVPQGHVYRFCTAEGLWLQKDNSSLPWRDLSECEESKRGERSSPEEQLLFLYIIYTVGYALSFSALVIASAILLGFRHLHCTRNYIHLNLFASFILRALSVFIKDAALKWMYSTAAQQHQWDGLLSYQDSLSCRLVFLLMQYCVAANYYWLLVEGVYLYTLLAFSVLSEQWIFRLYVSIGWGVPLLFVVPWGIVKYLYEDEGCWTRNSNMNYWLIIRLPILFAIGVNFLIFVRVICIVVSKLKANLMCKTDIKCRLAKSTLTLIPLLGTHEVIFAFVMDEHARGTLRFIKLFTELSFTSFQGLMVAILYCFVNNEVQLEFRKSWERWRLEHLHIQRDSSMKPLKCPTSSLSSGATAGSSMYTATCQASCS
IL1B secr inh = inhibitors of inflammasome signaling (IL-1 beta secretion) | THP-1 LPS/ATP IL-1B secretion, AlphaLISA, 16 h; hits give low values | activity change, % at 57.5 µM | 4.7% of 360,000 active | AID 743279; in the data active = activity change below about -50%; inconclusive = mostly about -30% to -49%; note: % is set by controls: 0 for no effect and ±100 for the full control effect
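Secreted IL-1B measured by AlphaLISA bead assay after 16 h compound exposure of THP-1 cells; compounds (final up to 57.5 uM) added 1 h before LPS (250 ng/mL) and ATP (1.25 mM) stimulation; lower signal means less secretion.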
An asterisk follows results filed as active; ? = inconclusive; nt = no result given; [ ] = another dose, or the depositor's remark. Unless noted, calls come from the whole dose curve; as a rule, active = well fitted curve in the direction sought with a large enough effect; inconclusive = small, poorly fitted or top-dose-only effect, or another doubt; inactive = no such curve, though single readings can be large; an effect the other way counts as inactive or inconclusive.

SMILES	KB-3-1 tox	HT1080-NT tox	SW480 rerep	KB-V1 cytotox	HT1080 IDH1KD tx	D3 ag	DRD3 antagonist	GLP1R ag	IL1B secr inh
CCC(O)(CC)C(=O)N(Nc1ccc(C)cc1)c1ccc(C)cc1	0%	0%	-8%	-2%	1%	-2	-7	8%	-19
Cc1ccc(Cn2c(C3CCCN3c3nc(C)cs3)nc3cc(C(=O)NCCCO)ccc32)cc1 (stereo not drawn)	5%	-5%	-26%[9.22 µM]	1%	6%	-8	-2	-7%	-3
COc1ccc(C2c3c(-c4ccccc4)n[nH]c3C(=O)N2c2ccc(C(=O)O)cc2)c(OC)c1 (stereo not drawn)	0%	nt	nt	?	nt	7	nt	0%	nt
O=C(NCC(c1ccco1)N1CCN(c2ccc(F)cc2)CC1)C1CCCCC1 (stereo not drawn)	9%	0%	-7%	?	-9%	-9	-10	-10%	-3
O=C(NCCc1nnc2ccc(NCc3ccc(F)cc3)nn12)c1ccccc1	-10%	-3%	-13%	-7%	2%	-8	-19	-2%	9
COc1cccc(N2C(=O)CC(Nc3ccc(N4CCOCC4)cc3)C2=O)c1 (stereo not drawn)	-12%	-11%	-5%	12%	0%	7	9	4%	0
COc1ccc(-c2cn[nH]c2-c2ccc(OCc3ccc([N+](=O)[O-])cc3)cc2O)cc1	?	0%	?	3.7µM*	-20%	2	-13	-6%	-56*
CCOC(=O)c1ccc(NC(=S)NNC(=O)c2cc(-c3cccnc3)nc3ccccc23)cc1	-2%	-1%	-3%	10%	-1%	0	33	-1%	-16
COc1cc(NC(=O)CN(C)S(=O)(=O)c2cccs2)cc(OC)c1	-1%	-1%	0%	19%	1%	-4	-14	-2%	-3
O=C(Cc1cccc2ccccc12)NCC(=O)N1CCN(CC(=O)Nc2ccc(F)cc2)CC1	-22%	-15%	nt	-5%	-8%	-3	-19	3%	15
Cc1cc(N2CC(C)OC(C)C2)nc(C(C)C)n1 (stereo not drawn)	0%	16%	1%	-2%	14%	4	-1	12%	41
Cc1ccc(C)c(S(=O)(=O)N2CCCC2CNC(=O)c2ccc([N+](=O)[O-])cc2)c1 (stereo not drawn)	-20%	-15%	-516%[inhibitor]	?	-12%	-1	-19	12%	-5
O=[N+]([O-])c1ccc(COn2nnc3ccccc32)cc1	-10%	17%	5%[1.84 µM]	-8%	9%	12	19	12%	-28
C=C1CCN(c2ccc(C(=O)NCCC)cc2[N+](=O)[O-])CC1	0%	6%	0%	-2%	6%	-20	-10	4%	-55*
COc1ccc(Br)cc1CNCC1CCCO1 (stereo not drawn)	13%	2%	2%	26%	9%	-4	0	-6%	-10
NNc1nc(-c2ccccc2)c2cc(Cl)ccc2n1	1%	-4%	-53%[inhibitor]	-18%	-15%	9	-15	21%	-28
COc1ccc(CCNC(=S)NC2CCN(Cc3ccccc3)CC2)cc1OC	-3%	2%	-1%	3%	0%	-15	-8	9%	29
COC(=O)c1c(NC(C)=O)sc(C(=O)Nc2ccccc2OC)c1C	-7%	-1%	-23%	-7%	-6%	4	7	4%	8
CCc1ccc(NC(=S)Nc2ccc3cn[nH]c3c2)cc1	15%	18%	-5%	21%	29%	3	26	9%	-28
CC1CCN(C(C)C(=O)Nc2ccc(S(=O)(=O)N3CCCC3)cc2)CC1 (stereo not drawn)	-7%	2%	-22%	?	2%	-8	-7	1%	-15
COC(=O)c1sccc1NC(=S)N1C(C)CCCC1C (stereo not drawn)	4%	1%	?	-24%	-10%	2	8	9%	6
Cc1ccc(CCNC(=O)c2cccc(NC3=NC4CS(=O)(=O)CC4S3)c2)cc1 (stereo not drawn)	2%	-8%	1%	5%	9%	0	6	4%	5
O=[N+]([O-])c1cccc(CNC2CCCCCC2)c1	-6%	-2%	2%	-1%	-11%	-16	0	3%	-1
COc1ccc(NC(=O)CC2C(=O)Nc3ccccc3N2CC(=O)N2CCCC2)cc1 (stereo not drawn)	-11%	2%	2%	6%	8%	-1	12	5%	35
Cc1cc(C[n+]2ccsc2N)c2ncccc2c1	0%	-23%	-4%	-21%	8%	5	4	-5%	-9
COc1cccc(/C=N/N(C)C2=NS(=O)(=O)c3ccccc32)c1O	20%	10%	-9%	?	0%	1	11	-1%	-6
CC(C)CC(NC(=O)C1CCCCC1)C(=O)NC(C)c1ccccc1 (stereo not drawn)	-1%	-1%	1%	0%	17%	9	7	3%	-22
COc1cccc(-n2cnnc2SC(C)C(=O)NC2CCCC2)c1 (stereo not drawn)	0%	19%	3%	-7%	12%	-13	-7	3%	0
Cc1cccc2sc(NC(=O)c3ccc(NS(=O)(=O)c4cccs4)cc3)nc12	14%	-27%	0%	27%	-28%	-1	11	-2%	?
CCc1cc2ccccc2nc1SCC(=O)Nc1cc(C)on1	-17%	-28%	2%	0%	?	4	-19	11%	15
CCNC(=O)C1(C)CCN1CCS(=O)(=O)c1ccc(C)cc1 (stereo not drawn)	0%	8%	nt	-1%	?	2	0	13%	10
Cc1[nH]n(-c2ccc([N+](=O)[O-])cc2)c(=O)c1C=NCCN1CCN(C(=O)c2ccc(F)cc2)CC1	-1%	2%	-16%	-7%	3%	0	21	-11%	4
COc1ccc(/C=N/NC(=O)c2cnccn2)c(OC)c1OC	6%	0%	2%	20%	0%	-5	-4	-2%	-9
Cc1ccn2c(=O)c(C(=O)NCCc3ccccc3)c(O)nc2c1	0%	nt	nt	?	nt	0	nt	-3%	nt
CN(C)CCn1c2c(c(SCC(=O)Nc3ccccc3C(F)(F)F)nc1=O)CCCC2	0%	12%	0%	-8%	18%	2	0	4%	5
COc1ccccc1OCc1ccc(C(=O)N(C)C)o1	1%	-2%	-1%	2%	9%	-3	-2	27%	1
COc1cccc(C(=O)C2CCCN(Cc3cccc(-n4cccn4)c3)C2)c1 (stereo not drawn)	3%	-5%	-6%	-19%	-15%	-16	?	26%	?
CCCCCCSC1=C(C#N)C(c2ccccc2)CC(=O)N1 (stereo not drawn)	0%	11%	1%	-9%	15%	-5	-26	21%	-9
CCc1ccccc1S(=O)(=O)Cc1ccc(C(=O)NCCc2ccccc2)o1	1%	-3%	-1%	-22%	-2%	-1	-2	-2%	-13
COc1ccc(-n2nc(C(=O)NCC(=O)N3CCN(c4ccccc4OC)CC3)c3ccccc3c2=O)c(OC)c1	-24%	-22%	?	17%	-14%	1	4	17%	-17
Cc1cc(C(=O)NCCCN2CCN(C3CCCCC3)CC2)n(-c2ccccc2)n1	-3%	-4%	0%	-5%	-3%	-7	-21	-2%	-22
CC(=O)Nc1cccc(Oc2ncnc3scc(-c4ccc(C)cc4)c23)c1	-17%	-21%	-15%	4%	-12%	13	68	12%	-2
CS(=O)(=O)N(CC(=O)N1CCCCCC1)c1cc(Cl)ccc1Cl	6%	0%	-23%	-2%	1%	-4	-3	8%	-14
O=C(NN1C(=O)CSC1=S)c1cccnc1	-1%	4%	-5%	16%	9%	-6	-24	0%	3
N#CCCN1CCN(S(=O)(=O)c2ccc(S(=O)(=O)N3CCOCC3)cc2)CC1	5%	2%	0%	10%	7%	3	13	0%	-12
O=C(CCn1nc(-c2ccc(Cl)cc2)c2ccccc2c1=O)Nc1cccnc1	3%	-6%	1%	5%	-16%	-10	-6	13%	11
OC(c1ccccc1)C1CN(Cc2ccccc2)CCC1(O)c1ccccc1 (stereo not drawn)	-1%	-7%	1%	23µM*	-8%	-37	-59*	-2%	-21
COc1ccc(-c2nc(SCC(=O)N3CCOCC3)n[nH]2)cc1	-4%	5%	-3%	-10%	7%	6	23	-3%	1
COc1ccc(C(CNC(=O)COc2cccc(C)c2)N2CCCC2)cc1 (stereo not drawn)	-4%	3%	3%	-13%	1%	-3	-76*	-1%	-16
NS(=O)(=O)c1ccc(CCNC(=O)Cc2cccs2)cc1	2%	?	-4%	-5%	10%	-7	6	-3%	2
CC(C)CCNC(=O)c1onc(CSc2ccc(Cl)cc2)c1C(=O)NCCC(C)C	?	5%	-13%	1%	-3%	4	12	4%	112
CC(C)(C)c1cc(C(=O)NN)n(Cc2ccc(Cl)cc2Cl)n1	5%	?	12µM*	?	15µM*	-19	?	5%	-16
COC(=O)CCC(=O)Nc1cc(S(=O)(=O)Nc2ccc(Cl)cc2)ccc1N1CCOCC1	24%	-5%	nt	-7%	-11%	-8	-13	3%	7
Cc1ccc(-c2cc3c(N4CCN(c5cc(C)ccc5C)CC4)nccn3n2)cc1	?	nt	nt	0%	nt	-2	nt	0%	nt
Cc1ccc(-c2csc3ncnc(N4CCN(c5ccccc5O)CC4)c23)cc1	?	-8%	18%	?	1%	11	43	6%	-61*
COc1ccc(-n2nnnc2SCC(=O)N2CCCC2=O)cc1	0%	-7%	?	0%	1%	4	13	-3%	19
O=c1nc(-c2ccccc2)c2cc(SC(F)F)ccc2[nH]1	-2%	-2%	2%	6%	-5%	36*	3	10%	5
Cc1ccc(C)c(N(CC(=O)Nc2cc(Cl)ccc2Oc2ccccc2)S(C)(=O)=O)c1	?	-14%	2%	21µM*	-7%	1	0	-8%	-10
Cc1nnc(NC(=O)C2c3ccccc3Oc3ccccc32)s1	?	-22%	?	0%	?	-13	-30	-6%	-19
CCCCOCCCNC(=O)C[C@@H]1C[C@@]2(C(=O)OC)CCCCC=C2N(CCc2ccc(OC)c(OC)c2)C1=O	-11%	-6%	nt	?	-2%	5	-6	nt	-2

By substructure: those above with a cyano group (2)
SMILES	KB-3-1 tox	HT1080-NT tox	SW480 rerep	KB-V1 cytotox	HT1080 IDH1KD tx	D3 ag	DRD3 antagonist	GLP1R ag	IL1B secr inh
CCCCCCSC1=C(C#N)C(c2ccccc2)CC(=O)N1 (stereo not drawn)	0%	11%	1%	-9%	15%	-5	-26	21%	-9
N#CCCN1CCN(S(=O)(=O)c2ccc(S(=O)(=O)N3CCOCC3)cc2)CC1	5%	2%	0%	10%	7%	3	13	0%	-12
